Screening results: PubChem BioAssay, several laboratories
IMP-1 inhibitor: IMP-1 metallo-beta-lactamase inhibitors, primary screen, biochemical, epi-absorbance readout, Pseudomonas aeruginosa enzyme | purified IMP-1, nitrocefin hydrolysis, epi-absorbance fluorescence | metallo-beta-lactamase IMP-1 (Pseudomonas aeruginosa) | 290,000 tested, 0.45% active | inhibition, % at 5.6 µM;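 active = inhibition above the mean plus 3 SD of all compounds in the same screening run, cut at about 4.5% in these data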;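 note: 0% = IMP-1 with DMSO and 100% = DMSO wells lacking enzyme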
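System: Purified IMP-1 | Read-out basis: Percent enzyme inhibition | Controls: IMP-1 with DMSO as 0%, enzyme-free DMSO as 100% | Replicates: One well per compound | Doses: 5.6 µM nominal single concentration | Detection: Epi-absorbance fluorescence, 480 nm excitation, 530 nm emission | Incubation: 25 °C, 15 min preincubation, 25 min reaction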
NALP1 yeast inh: NALP1 inflammasome inhibitors in reconstituted yeast, colorimetric, S. cerevisiae, triplicate retest | S. cerevisiae NALP1/ASC/caspase-1 growth, X-gal OD620, 72 h | inhibition, % at 10 µM | AID 2071, 2009 | 280,000 tested, 0.61% active; in the data active = inhibition mostly above about 24%, no sharp cut-off; inactive = mostly below about 32%; note: some compounds called inactive have numbers as strong as hits
GPR7 antagonist: GPR7 receptor antagonists, primary screen, cell-based, fluorescence, single concentration; Neuropeptides B/W receptor type 1 (Homo sapiens), P48145; AID 1861, 2009; 290,000 tested, 1.1% active; GPR7-expressing cells, fluorescence antagonist assay; inhibition, % at 4.4 µM; in the data active = inhibition above about 16%, passing the limit was not always enough;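 note: cells stimulated with the agonist NPW; 0% = agonist with vehicle and 100% = vehicle without agonist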
Target sequence (P48145 whole entry, looked up): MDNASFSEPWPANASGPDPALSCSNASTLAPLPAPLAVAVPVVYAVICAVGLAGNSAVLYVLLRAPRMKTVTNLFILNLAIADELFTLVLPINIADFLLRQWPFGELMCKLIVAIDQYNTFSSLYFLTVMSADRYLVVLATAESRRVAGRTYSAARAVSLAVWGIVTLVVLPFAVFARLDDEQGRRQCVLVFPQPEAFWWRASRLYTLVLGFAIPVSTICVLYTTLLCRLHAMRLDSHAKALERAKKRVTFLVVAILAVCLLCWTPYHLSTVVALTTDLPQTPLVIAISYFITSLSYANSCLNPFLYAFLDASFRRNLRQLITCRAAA
pCIP destab: p/CIP-EGFP fusion destabilizers, primary screen, fluorescence, F442A cells | Q05BA5 | AID 1984, 2009 | 16 h | 290,000 tested, 0.01% active | decrease of EGFP signal, % at 10 µM;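 active = EGFP signal decrease of at least 30% at 10 µM or well 3 SD below plate mean, unless failing retest; inactive = the rest, including hits failing retest or dose response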; note: some compounds called inactive have numbers as strong as hits; many of its hits are not listed in these tables
PHOSPHO1 block: PubChem AID 1565; Phosphoethanolamine/phosphocholine phosphatase (Homo sapiens), Q8TCT1; recombinant PHOSPHO1, absorbance phosphatase assay; inhibition, % at 13.3 µM; 290,000 tested, 1.1% active; in the data active = inhibition above about 60%
Target sequence (Q8TCT1 whole entry, looked up): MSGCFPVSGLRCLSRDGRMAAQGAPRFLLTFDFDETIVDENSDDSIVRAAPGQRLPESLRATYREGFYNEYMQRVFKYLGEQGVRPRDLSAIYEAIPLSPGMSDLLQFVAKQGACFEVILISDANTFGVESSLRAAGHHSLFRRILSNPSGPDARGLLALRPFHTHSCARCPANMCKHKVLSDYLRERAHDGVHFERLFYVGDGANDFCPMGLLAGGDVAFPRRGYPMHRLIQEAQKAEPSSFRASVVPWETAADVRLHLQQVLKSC
VIM-2 inh: VIM-2 metallo-beta-lactamase inhibitors, primary screen, biochemical, epi-absorbance readout, Pseudomonas aeruginosa enzyme. purified VIM-2, nitrocefin hydrolysis, epi-absorbance fluorescence. inhibition, % at 5.6 µM. 290,000 tested, 0.89% active. AID 1527, 2009;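 active = inhibition above the mean of all tested compounds plus 3 SD, cutoff set per screening run, cut at about 7.5% in these data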;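 note: red hydrolysis product quenches plate fluorescence so inhibitors raise well fluorescence; 0% = enzyme with DMSO and 100% = DMSO without enzyme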
M18AAP inhibitor: PfM18AAP inhibitors, malaria aminopeptidase, primary screen, biochemical, QFRET, recombinant enzyme; M18 aspartyl aminopeptidase (Plasmodium falciparum 3D7); H-Glu-NHMec fluorogenic cleavage; inhibition, % at 7.35 µM; 290,000 tested, 1.2% active; AID 1822, 2009;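 active = inhibition above the campaign mean inhibition over all tested compounds plus 3 SD, cut at about 28% in these data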;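 note: 0% = plate median of test compound wells and 100% = 2 mM ZnCl2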
IDE cell activ: human IDE activators in live cells, primary screen, fluorescence polarization, HEK cells, FAbeta-B substrate | Insulin-degrading enzyme (Homo sapiens), P14735 | 340,000 tested, 0.073% active | FAbeta-B cleavage; 0% vehicle, 100% cell-free pure enzyme wells | activation, % at 5.96 µM;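 active = activation above the mean of all tested compounds plus 3 SD, set per screening campaign, cut at about 17% in these data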
IDE inh: human IDE inhibitors in live cells, primary screen, fluorescence polarization, HEK cells, FAbetaB substrate | Insulin-degrading enzyme (Homo sapiens), P14735 | FAbetaB cleavage | AID 434962, 2010 | 320,000 tested, 0.41% active | inhibition, % at 5.59 µM;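 active = percent inhibition above the average of all tested compounds plus 3 SD, set per screening campaign, cut at about 16% in these data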;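 note: IDE supplied by intact live HEK cells; FP after avidin binding of uncleaved biotin substrate so inhibition keeps polarization high; 0% = DMSO wells and 100% = 60 µM reference IDE inhibitor Ii1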
Numbers without * were called inactive; / = no result given. Not a hit list; any-hit rate near 5.3%.

IMP-1 inhibitor,NALP1 yeast inh,GPR7 antagonist,pCIP destab,PHOSPHO1 block,VIM-2 inh,M18AAP inhibitor,IDE cell activ,IDE inh,Compound
-2.7,14,-11,3,29,12*,3,-1,7,CCN(CC)CCCNC(=O)c1cn(CC)c2cc(N3CCN(C(=O)c4ccco4)CC3)c(F)cc2c1=O
-2.2,3,-2,-4,29,-0.7,-2,/,-4,Cc1nc(-c2ccc(S(=O)(=O)N3CCCN(CCc4ccccc4)CC3)s2)cs1
-1.7,19,-8,5,2,-2.5,3,7,7,O=C(/C=C/c1nc2ccccc2s1)N1CCCCCC1
-3.2,26,-4,-4,2,-2.6,-4,4,-8,CN(C)S(=O)(=O)c1cccc(NC(=O)CSc2nc3c(cc2C#N)C(=O)CC(C)(C)C3)c1
-2.4,-14,-4,3,-11,-1.4,0,5,/,O=C(Nc1cccnc1Cl)c1ccc2c(Cl)c3c(nc2c1)CCC3
-1.0,-13,-14,8,4,-2.1,12,5,-4,O=C(CCc1ccccc1)NCC(=O)N/N=C/c1ccc(O)cc1O
-3.6,16,2,-13,2,-1.3,-3,-1,-4,O=C(CSc1nncc2ccccc12)Nc1cccc(O)c1
-1.6,22,-12,8,-133,-0.6,1,0,0,O=C(Nc1cccc(NC(=O)c2ccc(F)cc2)c1)c1ccc(F)cc1
-2.2,10,-4,10,33,-1.2,3,2,3,CCC(=O)NC(c1ccccc1)c1c(O)ccc2ccccc12 (stereo unspecified)
-3.7,-7,5,-5,3,-2.8,-1,2,4,Cn1c(=O)c2c(ncn2CC(=O)Nc2ccccc2)n(C)c1=O
-0.3,-12,-4,-3,2,-2.8,7,1,1,COc1ccccc1CN1CCN(Cc2ccc3ccccc3c2)CC1
-1.4,-21,-6,8,11,0.6,3,0,1,CCC(Oc1ccccc1F)C(=O)NCCCn1ccnc1 (stereo unspecified)
-2.1,0,-2,-7,-23,-1.5,3,3,4,COc1ccc(C(=O)N2CCCC2)cc1S(=O)(=O)N1CCC(C)CC1
-0.3,23,-6,-15,-11,2.1,-3,0,0,Cc1cc(C)n(-c2nnc(NC34CC5CC(CC(C5)C3)C4)nn2)n1
-1.7,4,2,-3,3,-0.2,-1,2,-3,Cc1oc(CC(C)C)cc1C(=O)Nc1ccc(C(=O)O)cc1
-3.6,-11,0,-6,-8,-6.0,-3,7,5,CCNC(=O)C1CN(S(=O)(=O)c2ccccc2)CCN1S(=O)(=O)c1ccccc1 (stereo unspecified)
-3.0,-7,17,-14,-86,-2.4,-2,0,7,CCn1c(SCc2ccc(C#N)cc2)nnc1-c1ccc(S(=O)(=O)N2CCCCC2)cc1
-3.2,25,-5,-5,3,-3.0,-6,-4,1,O=c1[nH]c(SCCOc2cccc3ccccc23)nc2ccccc12
-2.2,24,2,4,-5,0.2,12,-2,-5,COc1ccccc1NCCC(=O)OCC(=O)NC1CCCCCC1
-3.0,/,3,0,25,-2.4,-9,/,-7,COc1ccc(C2=NN(C(=O)c3ccco3)C(c3cc4ccccc4nc3Cl)C2)cc1 (stereo unspecified)
-1.4,5,3,4,-18,-0.6,-2,-5,4,CSc1nc2sc3c(c2c(=O)n1C)CCCC3
-1.6,17,-1,-4,37,-1.2,2,4,-3,CC(C)CCN(CC(=O)NCc1ccc(F)cc1)S(=O)(=O)c1ccccc1F
-2.4,4,3,-9,47,-0.9,-2,7,-2,COc1cc(CNC(C)c2ccccc2)cc(Cl)c1OCC(=O)Nc1ccccc1 (stereo unspecified)
-3.4,12,-2,-15,13,-2.1,-2,4,6,O=C1CCCN1CCNC(=S)Nc1ccccc1
-3.1,14,-6,-5,8,-2.9,8,5,-6,Cc1oc(CSCCSCc2cc(C(=O)O)c(C)o2)cc1C(=O)O
-2.2,13,-8,0,12,-3.2,-6,3,4,CC(C)Cn1c(N2CCN(C(=O)c3cccs3)CC2)nc2ccccc21
-0.6,22,-9,-11,10,-4.5,7,3,-5,Cc1cc(N2CCOCC2)ccc1/C=C1\NC(=O)N(CC(=O)Nc2ccccc2C)C1=O
-1.1,17,14,12,11,-2.8,0,1,4,COC(=O)Cn1cc(C(=O)c2ccco2)c2ccccc21
0.7,16,5,-2,17,1.6,-7,3,-1,CCOC(=O)N1CCN(c2ccncc2S(=O)(=O)N2CCCCC2)CC1
-0.2,39,1,-5,18,-1.7,4,3,-4,CN1C(=O)S/C(=C/c2cccnc2)C1=O
0.7,3,-7,14,17,-0.2,-3,-3,9,NS(=O)(=O)c1ccc(NC(=O)COC(=O)CNC(=O)C23CC4CC(CC(C4)C2)C3)cc1
-2.6,-2,-2,-10,-38,-1.5,1,2,2,CC(=O)c1c(C)nc(C)nc1NC(=O)Cc1ccccc1
0.1,24,-3,2,-11,-2.0,4,-2,0,O=C(NC(=S)Nc1nc2ccc(F)cc2s1)c1ccco1
1.2,14,-2,0,-11,1.2,-11,-7,-2,Cc1cnc(C)c(N2CCN(Cc3nc(-c4ccc(C)o4)oc3C)CC2)n1
-2.3,2,-3,1,-6,-2.4,6,3,-3,O=C(Nc1ccc(Cl)cc1F)c1ccc(COc2c(F)c(F)c(F)c(F)c2F)o1
-1.4,16,0,5,7,-2.2,0,5,7,CCOc1ccc(C(=O)NCCC(=O)N2CCC3(CC2)NCCc2[nH]cnc23)cc1
-0.8,15,20,-5,31,-2.9,-4,-7,5,Cc1ccc2nc(N(CCCN(C)C)C(=O)c3cc(-c4cccs4)nc4ccccc34)sc2c1
-1.9,20,4,1,26,1.1,-7,-6,6,O=C(COc1ccccc1Cl)N1CCN(c2ncccn2)CC1
-3.3,2,-8,-6,-35,0.0,-9,4,-3,COc1ccc(N2CC(NC(=O)Nc3ccccc3)CC2=O)cc1 (stereo unspecified)
-2.2,17,-3,15,16,-4.1,1,4,3,COc1cc(C2NC(=O)NC(c3ccccc3)=C2C(C)=O)c(Cl)cc1OCC(=O)O (stereo unspecified)
-2.5,13,-6,5,-98,-3.5,8,5,-2,Fc1ccccc1/C=C1\CCCC2=C1NC(=S)NC2c1ccccc1F (stereo unspecified)
-2.6,6,-15,-4,35,-4.0,0,0,/,CCC(CC)C(=O)Nc1nnc(S(=O)(=O)N(CC)c2ccc(OC)cc2)s1
0.9,8,-7,-8,3,-4.1,-11,-1,-3,O=C(N1CCOCC1)N1CCN(C(=O)N(c2ccccc2)c2ccccc2)CC1
-2.2,2,-9,-12,25,-1.2,-4,1,-4,O=C(NCCCn1ccnc1)c1ccc(Cl)s1
-3.0,11,-3,-1,27,-0.1,-1,8,3,Fc1cccc(/C=N/Nc2ccccn2)c1
-4.3,2,2,-9,-5,-1.5,4,4,6,Cc1ccc(S(=O)(=O)Nc2ccc(S(=O)(=O)Nc3ncccn3)cc2)cc1
-4.2,-4,13,-9,-4,-3.3,23,-114,128*,COc1cc(/C=C2\SC(=S)N(Nc3ccccc3)C2=O)ccc1O
-2.5,48,-3,1,19,-2.8,-2,0,-4,Cc1ccc(-c2cc(NC(=O)CSc3n[nH]c(N)n3)n(-c3ccccc3)n2)cc1
-4.6,17,-5,-4,-3,-2.5,-5,0,7,Cc1cc(C)n2ncc(C(=O)NCCc3ccccc3)c2n1
0.4,16,-13,9,/,-0.7,-3,-1,/,Cc1cc(C)nc(Nc2cccc(Cl)c2)n1
-2.2,36,1,14,48,-3.6,-13,-4,3,CS(=O)(=O)c1ccc(Cl)c(NC(=O)COC(=O)c2cccc(C#N)c2)c1
0.6,6,17,2,38,0.7,19,-3,6,COC(=O)c1c(NC(=O)Cc2cccs2)sc(C)c1C
-1.7,3,-9,13,9,0.2,0,-13,10,CC1=C(C(=O)OC2CCCCC2)C(c2cccc([N+](=O)[O-])c2)NC(=O)N1 (stereo unspecified)
-3.7,-3,-13,2,-37,-3.1,2,/,-4,O=c1[nH]c2cc([N+](=O)[O-])c(NCCO)c([N+](=O)[O-])c2[nH]1
-1.4,13,-11,-4,45,-3.1,-1,-6,6,C/C(=N\NC(=O)c1nn(C)c(C)c1Br)c1ccc(NC(=O)c2ccc(C)s2)cc1
-1.9,4,-11,0,32,0.0,0,-2,-4,COc1ccc(-n2nnnc2SCC(=O)NCCc2ccccc2)cc1OC
-1.7,11,-6,-14,28,-3.4,0,0,-3,CCCCCOC(=O)c1ccc(OC(=O)c2cncc(Br)c2)cc1
-1.5,15,-6,12,15,-4.1,0,-1,6,Cc1sc(NC(=O)CSC2=NCCS2)nc1-c1ccccc1
-3.2,-10,-22,-6,16,-2.5,-1,2,1,CCCCNC(=O)Cn1c(=O)c2c(ncn2CC)n(Cc2ccccc2)c1=O
-1.8,14,-17,2,-4,-2.2,2,-3,-4,Cc1cccc(C)c1NC(=O)c1cn(-c2ccccc2)nc1-c1ccccc1

Continued:
IMP-1 inhibitor,NALP1 yeast inh,GPR7 antagonist,pCIP destab,PHOSPHO1 block,VIM-2 inh,M18AAP inhibitor,IDE cell activ,IDE inh,Compound
-3.7,0,-4,5,23,-4.8,0,-3,-1,CCc1ccc(NC(=O)[C@H](Cc2c[nH]c3ccccc23)NC(=O)[C@@H]2Cc3ccccc3CN2)cc1
-3.8,-5,-1,0,-16,-0.6,20,-3,-2,O=C(O)c1cccc(NC(=S)N/N=C/c2ccccn2)c1
-5.4,9,-13,-3,48,-2.8,6,0,-2,CCc1ccc(CN(C)C(=O)c2ccc3c(=O)n4c(nc3c2)CCC4)cc1
-3.2,6,3,-13,10,-5.4,3,-5,4,CCOC(=O)CN1C(=O)COc2ccc(C(C)(C)C)cc21
-0.4,14,-5,0,39,4.7,-8,5,-5,CN(C)CCCNC(=S)N(CCCO)Cc1cc2cc3c(cc2[nH]c1=O)OCO3
-4.5,-1,1,9,28,-4.0,3,3,7,Cc1ccccc1C(=O)NC1CC2CCCC(C1)N2C(=O)Nc1ccccc1 (stereo unspecified)
-2.5,-3,-14,9,45,-0.3,3,3,2,COc1ccc(CNC(=O)Cn2nc([N+](=O)[O-])c(Br)c2C)cc1
-2.6,-2,-9,-5,11,-0.9,2,6,1,CCOc1ccc(N(C)S(=O)(=O)c2ccc3[nH]cc(C(=O)NCCCOC)c(=O)c3c2)cc1
-1.4,15,6,-6,19,-1.3,-15,7,-1,Cc1ccc(OCC(=O)Nc2cccc(S(=O)(=O)NC3=NCCCCC3)c2)cc1C
-7.2,-4,-2,0,-9,-1.4,5,1,-2,COc1ccc(-c2csc3ncnc(NCCN4CCOCC4)c23)cc1
-1.9,-8,14,-8,-6,-5.3,-6,2,1,O=C(C(Sc1ccccc1)c1ccccc1)N1CCN(c2ccccc2F)CC1 (stereo unspecified)
